From PubChem
T cell modulator – T cell immune modulators affecting CD8 T cell-vesicle binding. 2C CD8+ T cell-vesicle binding, flow cytometry; active compounds read low. calls only at 7 µM. 330,000 compounds, 0.068% hits;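 active means response, share of CD8 T cells binding vesicles, and their 90th percentile fluorescence all below set limits, cut at about 80% in these data, passing the limit was not always enough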
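Assay system – 2C mouse CD8+ T cells · Also added – QL9-loaded Drosophila micro-vesicles · Timing – Cell–vesicle co-incubation 1.5 h at 37 °C, staining 20 min on ice · Signal – flow cytometry of vesicle-bound cells · Measure – percent CD8+ FL2 mean versus row control · Controls – Peptide-free naked vesicles (low) and QL9 vesicles with 0.7% DMSO vehicle (high)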
Lipid droplet – modulators of hepatic lipid droplet formation | AML12 mouse hepatocytes, oleate lipid droplets, BODIPY imaging | inhibition, % at 6.5 µM | 240,000 compounds, 0.4% hits;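 active means lipid droplet intensity inhibited by at least 50%, with more than 500 cells counted; inconclusive means wells with under 300 cells, treated as cytotoxic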
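Technique: fluorescence imaging, 20x objective, two fields per well / Assay system: AML12 hepatocytes (mouse) / Measure: % inhibition of lipid droplet signal / Doses: 6.5 µM single-point dosing / Incubation: overnight exposure / Reagent: 100 µM oleic acid challenge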
West Nile antiviral – West Nile virus antiviral activity, cell-based, CPE readout (AID 1621); West Nile virus-infected cells, CPE inhibition; higher % means a stronger effect; CPE inhibition, % at 10 µM, or IC50 in µM where a hit was titrated; 290,000 compounds, 0.02% hits; in the data active means a potency from the dose series; inconclusive means CPE inhibition mostly from about 3.7% at the one dose, without a potency; inactive means the rest, 99 in 100 with CPE inhibition below about 2.2%; further: strong numbers were not always called active
MT stabilize HCS – stabilizes microtubules in HeLa cells | HeLa tubulin immunostaining HCS, 24 h; share of cells brighter than vehicle mean+2SD | % tubulin-high responders, % at 10 µM | 200,000 compounds, 0.83% hits | AID 2205;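 active means plate Z-score above 3 for both tubulin-high and condensed-nucleus cell shares, with cell loss under 80%, at 10 µM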;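 further: anti alpha tubulin signal scored within the nucleus-defined area of each cell; some results filed as inactive read as strong as hits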
Insulin prom up – MIN6 insulin promoter up-regulation. z-score at 5 µM. MIN6 insulin promoter-GFP reporter, high-content imaging; active compounds read high. 190,000 compounds, 0.3% hits. AID 1625;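 active means z-score above 3 at 5 µM with at least 500 cells counted in the well; inconclusive means wells under 500 cells, flagged as cytotoxic or low count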
Myeloid diff 2 – myeloid differentiation induction; ER-HoxA9 myeloid progenitors, lysozyme-GFP differentiation, flow cytometry; calls only at 10 µM; 360,000 compounds, 1% hits; AID 624256;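 active means normalized GFP-positive differentiation at or above the plate's own cutoff, the solvent-only control mean plus 3 SD; inconclusive means no clear call, values can overlap the other calls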;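 further: cells exposed to compound for four days before flow analysis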
WT yeast gro inh – growth inhibition of WT yeast, mitochondrial fusion screen; AID 1362; mitochondrial fusion phenotypic screen, WT strain; inhibition, % at 10 µM; 190,000 compounds, 2.1% hits; in the data active means inhibition above about 58%; tested in S. cerevisiae
bCat nuc transl – alters nuclear translocation of beta-catenin in HeLa cells; immunofluorescence imaging; nuclear translocation activity, % at 5 µM; 190,000 compounds, 0.3% hits; AID 1665;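 active means nuclear translocation activity above 50% at 5 µM, with a well cell count of 50 or more; inconclusive means wells under 50 cells across six images, flagged as toxic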;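 further: per-cell ratio of nuclear to cytoplasmic median beta-catenin stain intensity; plate controls were DMSO negative control for no effect and GSK-3 inhibitor IX positive control for full effect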
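Technique: fluorescence imaging of beta-catenin antibody stain plus DAPI / Material: human HeLa cell line / Incubation: compound treatment 24 h, 37°C, 5% CO2 / Read-out basis: % activation of per-cell nuclear versus cytoplasmic median beta-catenin signal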
Autophagy HCS – alters autophagy in cells. MEF GFP-LC3 puncta imaging; test concentration mostly 10 µM. calls only at 10 µM (by protocol). 190,000 compounds, 0.98% hits. AID 463193;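 active means percentage of spot-positive cells more than 3 SD above its plate mean, without a fluorescence outlier flag or 80% toxicity; inconclusive means no clear call, values can overlap the other calls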;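 further: spot-positive cell cutoff set from DMSO-treated cells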
WT yeast gro inh mutant strain – recorded beside WT yeast gro inh, whose call it bears; inhibition, %; mitochondrial fusion phenotypic screen, mutant strain inhibition
Insulin prom up cell count – recorded beside Insulin prom up, whose call it bears; cell count; measured here: cytotoxicity, nuclei count;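 total cells summed across four imaged fields per well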
Lipid droplet cells 6.5 µM – second read-out of Lipid droplet, no call of its own (marks repeat the call); cell count; measured here: cell count, cytotoxicity flag;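 cells counted across two imaged fields per well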
bCat nuc transl cell count 5 µM – second read-out of bCat nuc transl, no call of its own (marks repeat the call); cell count; measured here: cell count, cytotoxicity flag
T cell modulator vesicle-bound % – recorded beside T cell modulator, whose call it bears; double positive events, %; measured here: CD8+ vesicle-bound cell fraction;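 binding gate set so that unloaded-vesicle control wells show 10% double positive cells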
MT stabilize HCS Hoechst-high % – further read-out of MT stabilize HCS, marked with its call; % Hoechst-high responders; measured here: nuclear condensation Hoechst responders;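 share of cells brighter than vehicle mean plus two SD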
MT stabilize HCS cytotoxicity % – second read-out of MT stabilize HCS, no call of its own (marks repeat the call); toxicity, %; measured here: cytotoxicity by cell density;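 0% = mean cell density of plate MIN control wells and 100% = no cells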
Autophagy HCS cell loss 18 h – second read-out of Autophagy HCS, no call of its own (marks repeat the call); toxicity, %; measured here: cell loss, nuclei count;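 cell loss after 18 h compound exposure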
Myeloid diff 2 GFP+ MAC1+ % – further read-out of Myeloid diff 2, marked with its call; GFP+ MAC1+ double positive, %; measured here: differentiation confirmed by MAC1 staining
* hit, by the source's call; i = inactive; ? = inconclusive; · = not tested or not shown.

Structure,T cell modulator,T cell modulator vesicle-bound %,Lipid droplet,Lipid droplet cells 6.5 µM,West Nile antiviral,MT stabilize HCS,MT stabilize HCS Hoechst-high %,MT stabilize HCS cytotoxicity %,Insulin prom up,Insulin prom up cell count,Myeloid diff 2,Myeloid diff 2 GFP+ MAC1+ %,WT yeast gro inh,WT yeast gro inh mutant strain,bCat nuc transl,bCat nuc transl cell count 5 µM,Autophagy HCS,Autophagy HCS cell loss 18 h
O=S(=O)(c1cccs1)N1CCN(Cc2nc3ccccc3s2)CC1,i,14,-13,725,-0.9%,4.3,2.5,30,-1,1373,i,1.2,8,12,·,·,i,0
O=C(NC(c1ccccc1)c1ccccc1)C1CCCO1 (stereo not drawn),i,47,-3,582,0.4%,2.5,2.0,5.2,-0.43,1178,i,1.5,-7,8,0.1,1079,i,11
CC1Cc2cc(/C(O)=C3/C(=O)C(=O)N(CCCN(C)C)C3c3ccncc3)ccc2O1 (stereo not drawn),·,·,-16,722,0.3%,3.1,2.3,4.8,0.08,1248,i,0.3,-2,10,-0.5,1026,i,3
Cc1cc(C)c(OCC(=O)NCC2CCCO2)c(C)c1 (stereo not drawn),i,38,-11,751,-0.2%,1.9,2.3,5.3,0.73,1159,i,0.1,-21,6,-0.6,1070,i,2
C=CCNC(=O)/C=C/c1ccc(C(C)C)cc1,i,49,4,593,-0.9%,1.0,2.4,9.1,0.06,1273,i,0.6,8,2,-1.3,957,i,-1
O=C(Cc1ccccc1)Nc1cccc(NC(=O)c2ccccc2)c1,i,47,12,820,-0.9%,·,·,·,·,·,i,0.6,·,·,·,·,·,·
CCOC(=O)c1ccc(NC(=S)N(CCN2CCCCCC2)Cc2cccs2)cc1,i,27,33,694,-0.9%,3.5,1.7,8.5,-0.31,1162,i,0.8,18,29,-1.1,1062,i,6
CCN(CC)CC(=O)NCC1(c2ccccc2)CCOCC1,i,53,13,787,-0.2%,1.0,1.5,9.2,0.36,741,i,0.4,-4,-8,·,·,i,5
O=[N+]([O-])c1ccc(NC(=S)N2CCN(S(=O)(=O)c3ccccc3)CC2)cc1,i,24,-5,693,-0.6%,·,·,·,·,·,i,0.6,·,·,·,·,·,·
CN1CCN(C(=O)c2cccc(COc3cc(Cl)ccc3Cl)c2)CC1,i,11,-14,711,-0.4%,5.9,3.3,4.9,-1,698,i,1.5,-10,-2,-0.3,1225,i,-13
COc1cc(/C=C(\NC(=O)c2cc(OC)c(OC)c(OC)c2)C(=O)NC(C(=O)O)c2ccccc2)cc(OC)c1OC (stereo not drawn),i,63,-2,842,-0.1%,·,·,·,·,·,i,0.0,·,·,·,·,·,·
CN=C1NN=C(c2cc(C)n(-c3c(C)n(C)n(-c4ccccc4)c3=O)c2C)CS1,i,53,-24,658,-0.1%,2.6,1.7,0.7,0.69,1127,i,0.5,-11,10,·,·,i,5
CCOc1ccccc1NC(=O)CSc1nc2nc(-c3cccs3)cc(C(F)(F)F)c2c(=O)[nH]1,i,54,-6,657,0.7%,·,·,·,-0.51,1017,i,0.3,·,·,-0.2,1284,·,·
O=C(Nc1ccc(SC(F)(F)F)cc1)c1ccccn1,i,66,2,653,-0.8%,5.4,2.5,3.6,0.19,1218,i,0.6,-5,-3,0.5,1119,i,5
CCCCC(=O)N1CCCC(c2nc3c(nnn3Cc3cc(C)ccc3C)c(=O)[nH]2)C1 (stereo not drawn),i,35,·,·,-0.2%,1.1,2.1,10,-1.5,1209,i,3.2,·,·,-3.6,805,i,-5
FC(F)(F)c1cc(-c2ccco2)nc(-n2nnc3ccccc32)n1,i,44,2,640,0.5%,4.3,2.7,3.7,-0.19,1613,i,7.0,-9,-5,-0.6,1060,i,15
CC1=C(C(=O)Nc2ccccc2C(=O)NC2CCCCC2)SCCO1,i,47,0,684,0.0%,·,·,·,·,·,i,1.0,·,·,·,·,·,·
COc1ccc(NS(=O)(=O)c2cc(NC(=O)[C@@H](NC(N)=O)C(C)C)ccc2C)cc1,i,30,3,705,-0.1%,·,·,·,-0.08,1035,i,0.4,·,·,-0.7,1377,·,·
COc1ccc(NC(=O)C2CCN(S(=O)(=O)c3ccc(N4CCCC4=O)cc3)CC2)c(OC)c1,i,18,-7,717,-0.3%,·,·,·,·,·,?,·,·,·,·,·,·,·
CCOC(=O)c1c(N)sc(C(=O)Nc2ccc3c(c2)OCO3)c1C,i,49,0,773,0.7%,3.2,2.0,3.2,0.73,1196,i,1.9,14,7,0.4,869,i,12

Quoted from the results shown for reference:
Structure,T cell modulator,T cell modulator vesicle-bound %,Lipid droplet,Lipid droplet cells 6.5 µM,West Nile antiviral,MT stabilize HCS,MT stabilize HCS Hoechst-high %,MT stabilize HCS cytotoxicity %,Insulin prom up,Insulin prom up cell count,Myeloid diff 2,Myeloid diff 2 GFP+ MAC1+ %,WT yeast gro inh,WT yeast gro inh mutant strain,bCat nuc transl,bCat nuc transl cell count 5 µM,Autophagy HCS,Autophagy HCS cell loss 18 h
CC1=C(C(=O)Nc2ccccc2C(=O)NC2CCCCC2)SCCO1,i,47,0,684,0.0%,·,·,·,·,·,i,1.0,·,·,·,·,·,·
COc1ccc(NS(=O)(=O)c2cc(NC(=O)[C@@H](NC(N)=O)C(C)C)ccc2C)cc1,i,30,3,705,-0.1%,·,·,·,-0.08,1035,i,0.4,·,·,-0.7,1377,·,·
COc1ccc(NC(=O)C2CCN(S(=O)(=O)c3ccc(N4CCCC4=O)cc3)CC2)c(OC)c1,i,18,-7,717,-0.3%,·,·,·,·,·,?,·,·,·,·,·,·,·

New compounds follow.
Structure,T cell modulator,T cell modulator vesicle-bound %,Lipid droplet,Lipid droplet cells 6.5 µM,West Nile antiviral,MT stabilize HCS,MT stabilize HCS Hoechst-high %,MT stabilize HCS cytotoxicity %,Insulin prom up,Insulin prom up cell count,Myeloid diff 2,Myeloid diff 2 GFP+ MAC1+ %,WT yeast gro inh,WT yeast gro inh mutant strain,bCat nuc transl,bCat nuc transl cell count 5 µM,Autophagy HCS,Autophagy HCS cell loss 18 h
COc1ccc(S(=O)(=O)N/N=C(/C)c2cccc(NC(=O)c3ccccc3Cl)c2)cc1,i,21,·,·,·,1.7,1.6,9.4,-0.04,1503,i,0.3,1,-12,-2.2,1414,i,5
COc1ccc(CCNC(=O)c2ccc(SC)cc2OC)cc1,i,60,-14,671,-1.3%,2.3,1.1,0.4,0.01,1528,i,0.5,8,13,-3.4,1020,i,9
c1ccc(CCNc2ccc3nncn3n2)cc1,i,49,-1,648,-0.2%,2.2,1.3,0.9,0.59,1611,i,0.7,-7,8,-0.4,1026,i,-10
O=C(Nc1cccc(O)c1)c1ccc(C(=O)c2ccccc2)o1,i,53,1,685,0.1%,3.0,1.5,7.3,0.09,1388,i,0.3,-19,0,0.7,1491,i,5
O=C(NCc1cccnc1)c1sc2ccccc2c1Cl,i,8,4,640,-0.1%,1.5,1.9,5.5,-0.3,1698,i,0.9,3,3,-2.6,1118,i,11
S=c1nc(-c2ccccc2Cl)[nH][nH]1,i,9,-1,655,-0.4%,2.4,1.6,9.4,0.07,1497,i,0.4,-1,-6,0.3,1520,i,-5
O=C(C1CC(=O)N(c2ccc(F)cc2)C1)N1CCN(c2ccc(F)cc2)CC1 (stereo not drawn),i,16,1,729,-0.9%,·,·,·,·,·,i,1.4,·,·,·,·,·,·
CC(C)N1CCC(NC(=O)Nc2ccc3c(c2)OCO3)CC1,i,62,-2,669,0.0%,1.8,2.3,5.5,-0.12,1473,i,0.2,-14,9,0.6,999,i,-8
O=C(c1ccccc1OCc1ccccc1Br)N1CCN(c2ncccn2)CC1,i,16,·,·,-0.8%,9.1,5.4,6.2,·,·,i,0.8,-3,-2,4.6,1131,i,4
CC(C)Cc1nnc(NC(=O)CCC(=O)N2CCN(Cc3ccc(F)cc3)CC2)s1,i,14,15,660,-0.5%,·,·,·,·,·,i,0.9,·,·,·,·,·,·
O=c1[nH][nH]c(-c2ccccc2O)c1C(C[N+](=O)[O-])c1ccc(Br)cc1 (stereo not drawn),i,45,-9,623,-0.2%,4.4,2.9,4.7,-0.01,790,i,0.0,0,28,-0.9,491,i,-4
CC(C)C(CCNCc1ccccn1)c1ccc(Cl)cc1 (stereo not drawn),i,60,-2,796,-1.8%,·,·,·,·,·,i,0.4,·,·,·,·,·,·
Fc1cccc(CN2CCN(Cc3nc(-c4cnccn4)no3)CC2)c1,i,53,12,697,0.9%,1.8,1.6,12,-0.11,1274,i,0.7,-18,9,-1.1,1464,i,1
CC(=O)c1cnc2nc(SCc3ccc(Cl)cc3)nn2c1C,i,65,6,847,-1.4%,·,·,·,·,·,i,0.7,·,·,·,·,·,·
Cc1nc2sc3c(c2c(=O)o1)CCC3,i,46,-4,690,-0.1%,3.0,2.0,6.6,0.39,952,i,0.8,8,28,-1.6,1051,i,-4
Cc1cccn2c(NC(=O)c3ccccc3F)c(-c3ccccc3)nc12,i,15,4,834,-0.5%,·,·,·,·,·,i,0.2,·,·,·,·,·,·
CCc1ccc2[nH]c(=O)c(-c3ccccc3)c(O)c2c1,i,60,7,813,-0.7%,·,·,·,·,·,i,0.2,·,·,·,·,·,·
CNC(=S)N/N=C/c1ccc2c(c1)OCCO2,i,41,21,629,0.2%,4.7,1.9,0.1,-0.24,1167,i,0.5,4,4,-1.5,975,i,-1
C=CCn1c(SCC(=O)NC2CCCC2)nnc1-c1ccncc1,i,70,-3,672,-0.5%,·,·,·,·,·,i,2.4,·,·,·,·,·,·
CC(C)(C)c1ccc(-c2nc(NCc3cccnc3)c3ccccc3n2)cc1,i,59,5,657,?,1.2,2.4,20,-0.37,1073,i,0.5,70,77,-2.3,1035,i,-4
